Source: PubChem
IDE act – IDE (human) activation, cell-based. P14735. HEK cells, FAbeta-B cleavage, fluorescence polarization; 0% vehicle, 100% cell-free pure enzyme wells. activation, % at 5.96 µM. actives 0.073% (n = 340,000);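 active = activation above the mean of all tested compounds plus 3 SD, set per screening campaign, cut at about 17% in these data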
CRFBP-R2 block – blocks CRF-induced signaling of the CRF-BP/CRF-R2 complex. HEK293 CRF-R2/CRF-BP, CRF-induced calcium fluorescence. inhibition, % at 11.8 µM. actives 0.59% (n = 350,000). AID 588475;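 active = inhibition of the ligand-induced calcium signal above about 50% at the single tested concentration, limit read from the data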
GalR3 antagonist – blocks the human galanin receptor 3; inhibition, % at 3 µM; HEK293 GalR3-CNG cAMP membrane potential fluorescence; galR3 body fused to GalR1 C-terminus; O60755; AID 651719; actives 0.44% (n = 360,000);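 active = inhibition above the screen-wide average plus 3 SD, cut at about 13% in these data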;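 note: forskolin and galanin both at EC90 stimulate the cells; cAMP rise reported by CNG channel membrane potential dye signal; 0% = forskolin plus galanin with DMSO and 100% = forskolin alone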
Target sequence (O60755 1-299 limits assumed): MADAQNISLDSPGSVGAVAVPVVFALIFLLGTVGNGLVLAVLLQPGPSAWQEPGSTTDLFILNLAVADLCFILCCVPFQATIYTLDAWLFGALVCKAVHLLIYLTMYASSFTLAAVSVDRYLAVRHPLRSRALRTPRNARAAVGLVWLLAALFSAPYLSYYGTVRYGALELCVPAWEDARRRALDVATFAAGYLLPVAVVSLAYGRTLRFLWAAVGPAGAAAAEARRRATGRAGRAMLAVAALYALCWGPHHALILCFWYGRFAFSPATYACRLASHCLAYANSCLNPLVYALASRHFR
HCV NS3 hel inh – inhibitors of Hepatitis C virus NS3 helicase; NS3 helicase DNA unwinding, Cy5 molecular beacon fluorescence; inhibition, % at 10.9 µM; actives 0.56% (n = 290,000);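 active = inhibition above the mean of all tested compounds plus 3 SD, set per campaign, cut at about 35% in these data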;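 note: 0% = DMSO wells and 100% = thioflavine S control wells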
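System: NS3 helicase fragment of HCV / Schedule: 1 h at 25 °C / Control set: DMSO alone as 0% and 110 µM thioflavine S as 100% / Reagent: Cy5/quencher beacon DNA duplex and ATP to start / Technique: Cy5 fluorescence / Replication: singlicate / Evaluation: % inhibition of end-to-start signal ratio versus controls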
IMP-1 inh – inhibitors of Pseudomonas aeruginosa IMP-1 metallo-beta-lactamase; purified IMP-1, nitrocefin hydrolysis, epi-absorbance fluorescence; inhibition, % at 5.6 µM; actives 0.45% (n = 290,000);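 active = inhibition above the mean plus 3 SD of all compounds in the same screening run, cut at about 4.5% in these data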;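 note: 0% = IMP-1 with DMSO and 100% = DMSO wells lacking enzyme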
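System: purified IMP-1; amount: IMP-1 0.2 nM before substrate addition; compound: single dose, 5.6 µM; times: 25 °C, 15 min preincubation, 25 min reaction; signal: Epi-absorbance via hydrolysed-nitrocefin quenching of white-plate fluorescence, 480/530 nm, EDTA stop; benchmarks: DMSO with and without IMP-1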
IDE cell inh – inhibitors of human insulin-degrading enzyme in cells. actives 0.41% (n = 320,000). P14735. inhibition, % at 5.59 µM. HEK cells, FAbetaB cleavage, fluorescence polarization;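 active = percent inhibition above the average of all tested compounds plus 3 SD, set per screening campaign, cut at about 16% in these data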;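 note: IDE supplied by intact live HEK cells; FP after avidin binding of uncleaved biotin substrate so inhibition keeps polarization high; 0% = DMSO wells and 100% = 60 µM reference IDE inhibitor Ii1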
UBC9 SUMO inh – inhibitors of human SUMOylation (UBC9). P63279. HTRF SUMOylation assay, SAE1/SAE2 + UBC9, in vitro. actives 0.36% (n = 290,000). inhibition, % at 35 µM; in the data active = inhibition above about 50%, passing the limit was not always enough; note: strong numbers were not always called active
Target sequence (P63279 whole entry, looked up): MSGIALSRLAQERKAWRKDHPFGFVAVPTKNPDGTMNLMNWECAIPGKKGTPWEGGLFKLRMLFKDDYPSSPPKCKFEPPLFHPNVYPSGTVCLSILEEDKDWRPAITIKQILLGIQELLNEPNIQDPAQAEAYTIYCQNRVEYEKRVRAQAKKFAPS
pCIP destab – p/CIP protein destabilization. decrease of EGFP signal, % at 10 µM. actives 0.01% (n = 290,000). AID 1984. F442A p/CIP-EGFP cells, EGFP fluorescence, 16 h. Q05BA5;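 active = EGFP signal decrease of at least 30% at 10 µM or well 3 SD below plate mean, unless failing retest; inactive = the rest, including hits failing retest or dose response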; note: some compounds called inactive have numbers as strong as hits; many of its hits are not listed in these tables
VIM-2 inh – blocks Pseudomonas aeruginosa VIM-2 metallo-beta-lactamase; purified VIM-2, nitrocefin hydrolysis, epi-absorbance fluorescence; inhibition, % at 5.6 µM; actives 0.89% (n = 290,000); AID 1527;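 active = inhibition above the mean of all tested compounds plus 3 SD, cutoff set per screening run, cut at about 7.5% in these data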;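 note: red hydrolysis product quenches plate fluorescence so inhibitors raise well fluorescence; 0% = enzyme with DMSO and 100% = DMSO without enzyme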
* marks the source's active call; other numbers are inactive results; / = not tested or not shown. Rows were taken by chance, and some 3.2% of all compounds hit somewhere here.

molecule	IDE act	CRFBP-R2 block	GalR3 antagonist	HCV NS3 hel inh	IMP-1 inh	IDE cell inh	UBC9 SUMO inh	pCIP destab	VIM-2 inh
OC(COCc1ccccc1)CN1CCN(Cc2ccc3c(c2)OCO3)CC1 (stereo unspecified)	-1.5	8.9	-2.8	6.4	-1.8	-0.3	14.9	-7.2	-1.8
Cc1ccsc1/C=N/NC(=O)CN1CCN(Cc2ccccc2)CC1	0.4	-8.0	-4.0	-5.4	-1.4	5.0	6.9	0.0	0.4
Cc1ccc(N=C(NO)c2nonc2N)c(C)c1	-4.2	5.7	-5.9	-8.2	0.2	-0.8	-7.0	-1.7	-3.4
CN(Cc1ccccc1)C(=O)CN(c1ccc(F)cc1)S(=O)(=O)c1ccc2c(c1)OCCO2	6.4	-7.6	-0.7	-8.7	-2.5	9.6	-0.7	-9.8	-3.3
Cc1ccc(C)c(NC(=O)CSc2nnc(CCCCCNC(=O)OC(C)(C)C)o2)c1	-1.1	0.9	-0.8	-2.3	-2.8	6.5	-13.8	-12.9	-3.8
CCCC(=O)NCCCc1nc2ccccc2n1C(C)C	5.3	-2.2	/	7.5	-6.0	-0.7	-1.7	-0.1	-1.4
O=C(Nc1ccccc1Cl)N1CCN(c2ccc3nnc(-c4ccccc4)n3n2)CC1	-14.3	-8.8	/	-2.0	0.6	7.6	14.2	-5.8	15.7*
Cc1ccc(CN2C(=O)CCC2C(=O)N2CCN(c3ccc(F)cc3)CC2)cc1 (stereo unspecified)	-1.2	4.0	-5.2	14.7	0.1	3.4	-10.5	-3.5	-2.6
COc1ccc(NC(=O)Cn2nnc(C(=O)Nc3ccc(F)c(Cl)c3)c2N)cc1OC	0.8	4.5	-4.6	4.4	3.2	3.6	40.0	-2.2	-3.3
O=C(NCc1nnc(SCc2ccc(F)cc2)n1-c1ccccc1)C12CC3CC(CC(C3)C1)C2	1.6	-41.4	-3.0	-0.2	-0.7	-0.9	-1.4	-0.9	-2.6
CCc1ccccc1N(C(=O)c1snc(C(N)=O)c1N)C(C(=O)NCC1CCCO1)c1ccc(N(C)C)cc1 (stereo unspecified)	1.1	-6.7	-7.4	-17.2	-2.8	/	1.6	-8.6	-3.6
Cc1ccc(N2C(=O)N(c3ccc(C)cc3)C3CS(=O)(=O)CC32)cc1 (stereo unspecified)	0.2	-10.1	-0.8	2.5	-3.0	4.1	7.4	7.2	-2.3
CCOC(=O)c1c(NC(=O)CSc2ncnc3ccccc23)sc(C(C)=O)c1C	-1.1	3.9	-4.0	8.6	-3.1	-4.4	-7.7	1.5	-6.8
O=C(N=C1SC2CS(=O)(=O)CC2N1c1ccc(F)c(Cl)c1)C1CCCO1 (stereo unspecified)	3.8	-2.9	-6.2	4.5	-1.1	-1.1	/	-7.2	-1.8
Cc1[nH]c(=O)[nH]c(=O)c1S(=O)(=O)N1CCCC(C(=O)NCCC2=CCCCC2)C1 (stereo unspecified)	2.2	29.4	-5.9	-12.4	-0.4	2.0	10.1	-1.8	0.1
Cc1cccc(NC(=O)CN2CCN(C(=O)c3cncn3-c3ccc(F)cc3)CC2)c1C	4.8	3.9	0.4	/	/	-2.0	/	/	/
O=P(c1ccccc1)(c1ccccc1)C1CCCO1 (stereo unspecified)	3.4	-9.1	-2.2	1.9	-1.2	-2.5	6.0	8.2	-1.8
CCC(=O)c1ccc(OCC(O)CN2CCc3ccccc3C2)cc1 (stereo unspecified)	1.1	5.4	-10.8	-7.3	-1.3	2.8	-21.6	-5.4	-0.2
C=C(C)CC(NCCc1ccccc1)c1ccco1 (stereo unspecified)	-1.6	-23.9	-3.0	0.8	-1.7	/	-9.9	3.6	-2.8
COc1cccc(-c2csc(N3CCN(C(=S)Nc4ccccc4)CC3)n2)c1	-7.6	-0.6	-3.6	-4.3	2.4	-3.1	-27.4	-3.6	-1.9
Cc1c2cnn(CC(=O)O)c(=O)c2c(C)n1Cc1ccccc1	6.5	10.8	/	-2.5	-2.6	0.3	14.4	-4.5	-1.4
COC(=O)[C@@]12CCCCN1[C@H](c1ccc(-c3ccc(OC)cc3)cc1)[C@H]1C(=O)N(C)C(=O)[C@H]12	0.3	7.9	-6.3	/	/	0.6	/	/	/
COc1ccc(N(CC(=O)Nc2ccc(Cl)cc2)S(=O)(=O)c2c(C)n[nH]c2C)cc1	2.4	0.5	-7.8	-13.4	-4.4	5.8	-5.2	0.3	-1.6
CC/C(=N\NC(=O)C(N)=O)c1ccccc1O	6.5	-37.1	-2.4	10.3	-2.9	-3.4	9.7	-1.1	-3.8
Cc1c(/N=C/c2ccco2)n(Cc2ccccc2)c2ccccc12	-2.8	4.7	-1.1	3.6	-0.7	-1.8	-4.4	-1.8	-2.5
Cc1ccc(-c2cc(C(=O)N3CCOCC3)c3ccccc3n2)cc1	3.2	-9.8	-0.8	5.9	-5.9	3.6	7.5	-6.2	-8.7
O=C(CCNC(=O)OCc1ccccc1)NC1CCCCC1	3.0	5.5	-1.8	12.9	-4.7	-3.1	-2.5	5.2	-2.2
CC(=O)N(C)c1ccc(N=NC2C(=O)N(C(N)=S)N=C2C)cc1 (stereo unspecified)	-2.9	50.6*	-2.3	7.6	-3.7	7.0	10.1	-6.2	1.9
Cc1ccc2c(Cl)c(C)c(N3CCCCC3)nc2n1	2.4	-17.4	-10.7	3.1	-1.6	-0.6	17.0	0.7	-1.7
C/C(=N\NC(=O)c1ccc2c(c1)OCCO2)c1ccccc1	7.1	-1.4	-4.9	-12.0	-2.9	3.2	21.2	-3.6	0.2
O=C1NC(c2ccccc2O)Nc2ccccc21 (stereo unspecified)	4.2	-15.3	-8.0	0.6	-1.1	-1.3	24.7	-64.7	1.8
Cc1ccccc1OC(=O)CCC(=O)OCCCC(F)(F)C(F)(F)F	9.6	1.5	-4.5	14.0	-3.0	5.8	7.8	6.5	-3.5
Cc1ccc(C(C)NC(=S)NC2CCCCC2)c(C)c1 (stereo unspecified)	-3.5	21.1	0.0	13.3	-1.2	/	-2.8	-1.4	-2.6
Cc1ccc(S(=O)(=O)N(C)C)cc1NC(=S)NC12CC3CC(CC(C3)C1)C2	-1.8	-45.8	-5.3	2.0	-5.5	/	-24.8	-13.5	-3.4
O=C(NCc1ccccc1)C(c1ccccc1)N(Cc1ccc2c(c1)OCO2)C(=O)Cc1cccs1 (stereo unspecified)	5.7	-10.1	0.5	-9.5	1.6	3.5	8.8	10.1	-0.9
C[C@H](NC(=O)Nc1cccc(C(F)(F)F)c1)C(=O)O	0.6	4.8	-8.5	-4.0	-1.0	4.5	-5.8	-0.4	-0.1
OC(COC(c1ccccc1)c1ccccc1)CN1CCN(c2cccc(Cl)c2)CC1 (stereo unspecified)	5.3	7.9	-10.0	-47.3	-2.0	1.1	-14.3	-17.6	-0.4
CCOC(=O)N1CCN(C(=O)CSc2nnc(COc3ccccc3)o2)CC1	-0.1	26.7	0.3	7.3	-5.4	2.2	-10.2	1.5	-2.6
COc1ccc(C(CC(=O)N2CCOCC2)c2c(OC)cc(OC)c3c(-c4ccccc4)cc(=O)oc23)cc1 (stereo unspecified)	-0.9	-4.5	-5.0	/	/	7.6	21.4	-18.9	/
CCN(c1ccccc1)S(=O)(=O)c1cc(C(=O)Nc2ccc(Br)cc2)ccc1F	2.4	-9.1	5.6	-6.6	-3.0	4.5	8.0	-9.0	-3.3

Three structures already listed, sorted by heavy-atom count, ascending:
molecule	IDE act	CRFBP-R2 block	GalR3 antagonist	HCV NS3 hel inh	IMP-1 inh	IDE cell inh	UBC9 SUMO inh	pCIP destab	VIM-2 inh
Cc1ccccc1OC(=O)CCC(=O)OCCCC(F)(F)C(F)(F)F	9.6	1.5	-4.5	14.0	-3.0	5.8	7.8	6.5	-3.5
COC(=O)[C@@]12CCCCN1[C@H](c1ccc(-c3ccc(OC)cc3)cc1)[C@H]1C(=O)N(C)C(=O)[C@H]12	0.3	7.9	-6.3	/	/	0.6	/	/	/
COc1ccc(C(CC(=O)N2CCOCC2)c2c(OC)cc(OC)c3c(-c4ccccc4)cc(=O)oc23)cc1 (stereo unspecified)	-0.9	-4.5	-5.0	/	/	7.6	21.4	-18.9	/

(cont.)
SMILES	IDE act	CRFBP-R2 block	GalR3 antagonist	HCV NS3 hel inh	IMP-1 inh	IDE cell inh	UBC9 SUMO inh	pCIP destab	VIM-2 inh
O=C(c1ccco1)N1CCN(C(=O)c2ccccc2[N+](=O)[O-])CC1	5.8	-7.1	-7.0	0.8	-1.4	5.8	-1.7	30.5	-0.4
C=CCNC(=O)/C(C#N)=C\c1cc(Cl)c(O)c(OCC)c1	-12.0	-1.8	-8.1	17.8	-3.3	9.1	-17.7	-13.0	-2.6
COc1ccc(Cl)cc1NC(=O)CN1C(=O)CSC1=O	-1.3	9.8	-1.2	1.2	-4.8	3.9	2.0	4.6	-0.2
CCCC(C)C(=O)Nc1cc([N+](=O)[O-])ccc1F (stereo unspecified)	10.1	24.2	-1.6	8.5	-1.1	-3.0	13.3	-3.4	-3.9
CCOc1ccc(/C=N/NC(=O)c2ccccc2C)cc1CN1CC2CC(C1)c1cccc(=O)n1C2 (stereo unspecified)	0.5	-8.8	-1.1	/	/	5.6	/	/	/
Cc1c(C(=O)OCC(=O)NCc2ccco2)cccc1[N+](=O)[O-]	0.8	-2.1	-6.2	/	/	4.0	/	/	/
Cc1cc(/C=C2/NC(=O)NC2=O)c(C)n1C	-0.8	-3.8	-4.8	8.0	-2.5	-1.5	18.6	6.0	-0.8
Cn1ccc(/C=N/N=C2/NC(=O)CS2)n1	5.9	11.2	-6.7	-4.5	-3.9	3.7	4.1	3.6	-2.3
Cc1ccc(C)c(Cc2c(C)nc3c(C(=O)NCc4ccc5c(c4)OCO5)cnn3c2C)c1	/	/	1.3	4.4	-3.2	1.8	12.9	-0.6	-2.9
Cc1cc(OCC(=O)Nc2ccc(Br)cc2)cc2c1C(=O)CC(C)(C)O2	/	-10.9	-4.0	-2.3	-2.5	16.8*	-27.5	-11.8	-0.6
Cc1cccc(NC(=O)NC2CCCc3ccccc32)c1 (stereo unspecified)	2.9	4.2	-1.2	12.1	0.3	8.1	18.3	-14.5	-2.9
COCC(=O)OC/C(O)=C(\C#N)c1nc2ccccc2[nH]1	-5.0	-2.8	2.7	6.0	-1.5	1.4	12.6	-11.0	1.6
